Source: PubChem
hERG WT inh = blocks the wildtype human KCNH2 potassium channel | 340,000 tested, 0.37% active | AID 720551 | activity change, % at 1.84 µM | Q12809 | U2OS, BacMam KCNH2, thallium flux FluxOr; hits give low values;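 active = maximum activity change below -70%; inconclusive = maximum activity change between -70% and -50%; inactive = maximum activity change above -50%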; note: % is set by controls: 0 for no effect and ±100 for the full control effect
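U2OS cells transduced with wild-type KCNH2 virus are loaded with FluxOr dye for 45 min, and thallium flux is measured in kinetic reads before and after stimulation buffer. Rate constants are normalized to DMSO controls.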
Eya2 phos inh = blocks the phosphatase activity of human Eya2; O00167; recombinant Eya2, OMFP fluorescence dephosphorylation (OMFP is methylfluorescein phosphate); Potency, µM (titrated, usually from 76.9 µM), for the others: top-dose activity, negative = inhibition, usual class: inhibitors; 330,000 tested, 0.006% active; note: potency is the fitted concentration of half-maximal effect; % is set by controls: 0 for no effect and ±100 for the full control effect
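Eya2 protein (added as 0.2 uM solution) was preincubated with compound for 10 min at ambient temperature in 50 mM HEPES pH 7.5, 50 mM NaCl, 5 uM MgCl2, 0.05% BSA, 1 mM DTT. OMFP (added at 50 uM) then reacted 10 min; fluorescence read at 485/525 nm.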
Menin-MLL TR inh = inhibitors of human menin-MLL interaction, mutant MLL peptide | Menin + Texas Red MLL mutant peptide, fluorescence polarization | Potency, µM (highest dose often 61.6 µM), inactives show at the highest dose FP activity change, negative = inhibition, most hits filed as inhibitors | 270,000 tested, 0.23% active; active = well fitted inhibition curve with a large enough effect in the polarisation, with a control signal flat, not every such curve was filed as active; inconclusive = small, poorly fitted or top-dose-only effect, or effect the other way, or a change in a side signal; inactive = no such curve, though single readings can be large or run the other way; the % refers to the polarisation; note: potency is the fitted concentration of half-maximal effect; % of control where 0% means no effect; many of its hits are not listed in these tables
Chronic BCR inh = blocks chronic active B-cell receptor signaling; 340,000 tested, 0.05% active; ABC-DLBCL IkBa-CBG/CBR reporter, luminescence ratio, 4 h; Potency, µM (top dose mostly 46.1 µM), inactives show at the highest dose ratio change, negative = lower green/red ratio, most hits filed as inhibitors; active = well fitted inhibition curve with a large enough effect in the signal ratio, with a control signal flat, not every such curve was filed as active; inconclusive = small, poorly fitted or top-dose-only effect, or effect the other way, or a change in a side signal; the % refers to the signal ratio;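 note: potency is the fitted concentration of half-maximal effect; plate controls were basal doxycycline-induced cells for no effect and cells given 10 µM MG132 for full effect; MG132 reads +100%, hits lower the ratio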
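Compounds up to 46 uM were incubated four hours with TMD8 cells whose green CBG68 luciferase is fused to IkappaBalpha; red CBR luminescence normalised the signal, and concentration-effect curves were fitted to fusion, red and ratio data.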
PKM2 act = activators of human pyruvate kinase M2; P14618; purified PKM2, Kinase-Glo ATP luminescence, activation; response scale: 0% is enzyme alone, no compound; Potency, µM (doses to about 57.5 µM), for inactives: at the top dose activation, hits mostly activators; 260,000 tested, 0.34% active; AID 1631; note: potency is the fitted concentration of half-maximal effect; % is set by controls: 0 for no effect and ±100 for the full control effect; nearly all actives have a fitted effect of over 55% in size
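Purified hPK-M2 (>95%) run at intermediate activity with 0.1 mM ADP and 0.5 mM PEP in 50 mM imidazole pH 7.2, KCl, MgCl2; 1 h room temperature. ATP formed read by Kinase-Glo luminescence; normalized to uninhibited and no-enzyme controls.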
GALK inh = inhibitors of human galactokinase; P51570; Purified GALK, Kinase-Glo residual ATP luminescence; Potency, µM (series often up to 57.5 µM), without a hit: at the top dose activity change, negative = inhibition, actives largely listed as inhibitors; 270,000 tested, 0.007% active; AID 1868; note: potency is the fitted concentration of half-maximal effect; % is set by controls: 0 for no effect and ±100 for the full control effect
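The enzyme phosphorylates galactose (100 uM) using ATP (35 uM); inhibition is detected as higher residual ATP, quantified by bioluminescence after 1 h reaction at room temperature, pH 8.0.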
MBNL1 CUG block = blocks human MBNL1 binding to CUG repeat RNA; Q9NR56; TR-FRET MBNL1-His/biotin-(CUG)12 binding, 665/545 ratio; Potency, µM (top dose mostly 57.5 µM), for inactives: at the top dose activity change, negative = inhibition, most hits filed as inhibitors; 280,000 tested, 0.036% active; AID 2675; active = well fitted inhibition curve with a large enough effect in the signal ratio, with a control signal flat, not every such curve was filed as active; inconclusive = small, poorly fitted or top-dose-only effect, or effect the other way, or a change in a side signal; inactive = no such curve, though single readings can be large or run the other way; the % refers to the signal ratio; note: potency is the fitted concentration of half-maximal effect; % is set by controls: 0 for no effect and ±100 for the full control effect
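His-tagged MBNL1 binding to biotinylated (CUG)12 RNA was measured by TR-FRET using terbium anti-His antibody (0.055 ng/ul final) and streptavidin-XL665 (5 nM final). Compounds were titrated 92 nM to 58 uM; 60 min at room temperature.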
TSHR antag = antagonists of human thyroid stimulating hormone receptor | AID 504810 | TSHR-expressing cells, TSH-stimulated cAMP HTRF, 2 h; hits give low values | activity change, negative = inhibition, % at 11.5 µM | 330,000 tested, 0.2% active;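 active = activity change below a set negative limit, meaning inhibition stronger than a set level, cut at about -70% in these data; inconclusive = activity change between two set negative limits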; note: % is set by controls: 0 for no effect and ±100 for the full control effect
Target sequence (P16473 whole entry, looked up): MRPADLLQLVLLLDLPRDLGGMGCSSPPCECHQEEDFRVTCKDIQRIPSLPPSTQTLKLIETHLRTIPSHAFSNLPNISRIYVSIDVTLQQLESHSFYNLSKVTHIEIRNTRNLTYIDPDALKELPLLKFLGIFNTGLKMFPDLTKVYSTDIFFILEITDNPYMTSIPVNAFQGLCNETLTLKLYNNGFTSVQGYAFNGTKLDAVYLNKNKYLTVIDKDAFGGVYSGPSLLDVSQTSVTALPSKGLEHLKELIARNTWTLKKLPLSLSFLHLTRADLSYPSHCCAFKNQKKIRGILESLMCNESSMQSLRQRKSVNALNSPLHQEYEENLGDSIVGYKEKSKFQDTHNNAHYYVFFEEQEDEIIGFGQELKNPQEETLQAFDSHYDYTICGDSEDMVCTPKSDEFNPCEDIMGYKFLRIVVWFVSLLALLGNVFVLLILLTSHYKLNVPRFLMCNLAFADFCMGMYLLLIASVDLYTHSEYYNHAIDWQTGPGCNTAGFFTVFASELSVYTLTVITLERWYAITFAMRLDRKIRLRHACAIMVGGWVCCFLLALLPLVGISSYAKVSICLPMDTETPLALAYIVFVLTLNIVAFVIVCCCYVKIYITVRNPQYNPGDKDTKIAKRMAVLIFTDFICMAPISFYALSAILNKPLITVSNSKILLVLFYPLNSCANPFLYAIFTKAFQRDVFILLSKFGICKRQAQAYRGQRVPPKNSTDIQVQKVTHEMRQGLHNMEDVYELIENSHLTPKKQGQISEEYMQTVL
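Antagonism was scored as loss of TSH-driven cAMP in TSHR cells, stimulated with 4nM TSH (EC80) for 2 hours at 37 deg C and detected by homogeneous HTRF competition immunoassay.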
ASM inhibitor = human S-ASM enzyme inhibition; Potency, µM (series often up to 57.5 µM), inactives show at the highest dose activity change, negative = inhibition, most hits filed as inhibitors; placental ASM, HMU-PC fluorogenic substrate, 60 min; AID 504937; 340,000 tested, 0.006% active; P17405; note: potency is the fitted concentration of half-maximal effect
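Fluorogenic HMU-PC substrate (9 uM final) is turned over by placental ASM in 60 min at 37 C after a 10 min compound preincubation. Reaction ended by alkaline stop (pH 10), with fluorescence read at 386/447 nm.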
USP2a inh = USP2a (human) protease inhibition; O75604; USP2 core, Ub-CHOP2 coupled fluorogenic reporter, 485/531; Potency, µM (titrated, usually from 38.3 µM), for inactives: top-dose activity change, negative = inhibition, most hits filed as inhibitors; 330,000 tested, 0.01% active; AID 463254;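 note: potency is the fitted concentration of half-maximal effect; plate controls were DMSO wells for no effect and full inhibition by NEM control for full effect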
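Cell-free coupled assay: 10nM USP2 core preincubated 30min RT with compound in Tris-HCl pH 8.0/CaCl2/CHAPS buffer, then 25nM Ub-CHOP2 and 25nM reporter substrate; fluorescence (Ex 485/Em 531) read after 60min RT, normalized to NEM inhibition, concentration-response curves fitted.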
Mito fusion act = inhibitors of mitochondrial division or activators of mitochondrial fusion; AID 485298; S. cerevisiae fusion-defective mutant growth rescue, CellTiterGlo 48 h; Potency, µM (top dose mostly 46.1 µM), inactives show top-dose growth rescue (activation), actives largely listed as activators; 320,000 tested, 0.23% active;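 note: potency is the fitted concentration of half-maximal effect; % of control where 0% means no effect; nearly all actives have a fitted effect of over 45% in size; temperature-sensitive fusion mutants such as fzo1-1 at 37 °C on non-fermentable ethanol glycerol medium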
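Yeast fusion mutant, YPEG (non-fermentable carbon), compound, 48 h at 37C non-permissive; CellTiterGlo added, 10 min RT, luminescence read. Rescued growth = division inhibition.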
Numbers without * were called inactive; ? = inconclusive; . = not tested or not shown; & = joins results of further samples; [ ] = another dose, or the depositor's remark. Unless noted, calls come from the whole dose curve; as a rule, active = well fitted curve in the direction sought with a large enough effect; inconclusive = small, poorly fitted or top-dose-only effect, or another doubt; inactive = no such curve, though single readings can be large; an effect the other way counts as inactive or inconclusive.

structure	hERG WT inh	Eya2 phos inh	Menin-MLL TR inh	Chronic BCR inh	PKM2 act	GALK inh	MBNL1 CUG block	TSHR antag	ASM inhibitor	USP2a inh	Mito fusion act
CCSc1nnc(NC(=O)c2cc(-c3ccccc3O)n[nH]2)s1	18	0%	.	?	-6%	.	-7%	18	-3%	-9%	3%
COC(=O)c1ccccc1NCCO	-4	-20%	-14%	?	-3%	8%	-7%	-3	.	-12%	9%
COc1ccc(C2=NN3C(=O)c4c(ccc(OC)c4OC)C3C2)cc1 (configuration not stated)	3	3%	2%	-4%	5%	0%	?	7	0%	1%	5%
CC(=O)c1ccc(S(=O)(=O)N2CCC(NC(=O)c3ccccc3)CC2)cc1	-4	-10%	-22%	-1%	0%	4%	-4%	-18	-3%	2%	2%
CN(CC(=O)N1CCN(c2ccc(F)cc2)CC1)S(=O)(=O)c1ccc(F)cc1	3	-30%	?	?	4%	-1%	-7%	21	-1%	0%	-1%
COc1ccc2nc(SCC(=O)Nc3ccc(S(=O)(=O)N4CCCC4)cc3)c(C#N)cc2c1	-15	-7%	16µM*	1%	2%	0%	?	-13	27%	3%	-1%
Cc1ccc(CN2CC(C(=O)N(C)CC(=O)Nc3cccc(F)c3)CC2=O)cc1 (configuration not stated)	1	-5%	.	0%	-7%	-2%	-2%	-6	2%	1%	-1%
CC1=CC2=NC(=O)/C(=C\c3ccc(-c4ccc(Cl)cc4)o3)C(=N)N2O1	.	-5%	-17%	1%	2%	1%	0%	2	.	5%	-2%
CCCC(=O)Nc1ccc(C(=O)NCCc2ccc(F)cc2)cc1	-8	-4%	?	6%	1%	0%	?	9	0%	0%	-1%
CCOCCCNC(=O)CN1C(=O)/C(=C/c2ccccc2)Sc2ccccc21	-1	-9%	1%	-9%	-5%	.	9%	3	-2%	-1%	17%
CN(c1ccccc1)S(=O)(=O)c1cccc(C(=O)OCC(=O)NCc2ccc3c(c2)OCO3)c1	-14	0%	-4%	-14%	-10%	-2%	-5%	-8	-2%	-1%	5%
Cc1cnn(-c2cc(N/N=C/c3ccc(F)cc3)ncn2)c1	6	5%	-14%	-1%	1%	-1%	-7%	1	2%	-1%	0%
COc1ccccc1NC(=S)NC(=O)/C=C/c1cccs1	-11	0%	?	?	-4%	-1%	10%	-12	-4%	0%	2%
CCCOc1cccc(-c2cc(C(=O)NN)c3ccccc3n2)c1	2	-4%	23%	2%	0%	.	-1%[11.5 µM]	1	1%	1%	0%
COc1ccc(NC(=O)Cn2nnc(C(=O)NCc3cccs3)c2N)c(OC)c1	11	3%	?	-25%	.	6%	-3%	-132*	-2%	1%	15%
O=C(O)c1cc(N/N=C/C=C/c2ccccc2[N+](=O)[O-])ccc1Cl	9	-1%	.	?	-2%	1%	.	-8	-3%	-5%	2%
Cc1cccc(C)c1NC(=O)CN(C)C(=O)C1CCN(c2ncnc3sc(C)c(C)c23)CC1	2	5%	.	4%	.	.	.	-9	0%	0%	-8%
COc1ccc(Cl)cc1NC(=O)CN1C(=O)CCS(=O)(=O)c2ccccc21	-2	8%	1%	?	11%	-5%	-5%	-6	1%	1%	0%
CC[C@]1(C(=O)OC)[C@H]2C(=O)N(Cc3ccccc3)C(=O)[C@H]2[C@H]2CN=C(SCc3ccc(C)cc3)N21	16	-10%	.	-3%	.	.	.	9	-1%	0%	.
CN1CCN(C(=O)C2=C[C@H](c3ccc(Br)cc3)C[C@H](OCCCCO)O2)CC1	.	1%	8%	-1%	1%	5%	11%	3	3%	-2%	2%
C/C(Cn1cnc([N+](=O)[O-])n1)=N\NC(=O)c1ccc(F)cc1	-1	0%	6%	?	1%	-3%	?	-10	3%	3%	-7%
CSCCC(NC(=O)c1ccccc1Br)C(=O)N1CCC(C)CC1 (configuration not stated)	-13	8%	-13%	-1%	2%	1%	-2%	-8	-1%	12%	-2%
CCOc1ccc(N(CC(=O)NC2CCCCCC2)S(=O)(=O)c2ccccc2)cc1	12	-14%	.	?	7%	-2%	?	-11	-4%	-2%	-1%
C=CCNc1oc(-c2cccc(Cl)c2)nc1C#N	.	6%	.	?	.	.	.	1	-2%	0%	.
CCc1nc2ccccc2c(C(=O)OCC(=O)Nc2ccc(S(=O)(=O)N3CCOCC3)cc2)c1C	12	4%	?	?	1%	0%	-11%	-9	-25%	-5%	1%
COc1cccc(/C=C(/C#N)c2ccc(F)cc2)c1OCc1cccc(C(=O)O)c1	0	9%	3%	?	4%	0%	-9%	25	0%	-3%	16%
Cc1ccc(NC(=O)CSc2ncc(S(=O)(=O)c3ccccc3)c(=O)[nH]2)cc1C	2	6%	1%	?	-25%	-5%	25µM*	11	7%	2%	6%
COC(=O)[C@@]1(Cc2ccc(OC)cc2)[C@H]2c3cc(C(=O)N(C)C)[nH]c3C[C@H]2CN1C(=O)c1ccccc1	6	2%	-11%&0%	-2%	-2%&-1%	.	2%	5	-1%	-1%	12%
CC1CCC(C(=O)NC(C(=O)N2CCc3ccccc3C2)C(C)C)CC1 (configuration not stated)	0	-17%	-3%	1%	-5%	0%	-2%	5	4%	2%	12%
CC(NC(=O)CCCc1ccccc1)c1ccncc1 (configuration not stated)	-16	9%	-22%	2%	1%	-4%	1%	16	6%	-2%	2%
Cc1nnc(SCC(=O)NNC(=O)c2ccccc2)n1-c1ccccc1	2	-3%	4%	-1%	1%	2%	-12%	36	6%	1%	?
O=C1CC(=O)CC(c2ccco2)C1	2	4%	-1%	20%	-2%	-1%	4%	-13	4%	2%	-3%
CCSc1ccc([C@@H]2[C@@H]3C(=O)N(C)C(=O)[C@@H]3[C@]3(C(=O)OC)CCCCN23)cc1	6	6%	.	0%	.	.	.	103	-10%	2%	17%
O=[N+]([O-])c1cccc(-c2noc(-c3cccs3)n2)c1	13	-1%	.	?	-4%	5%	12%	-5	2%	1%	1%
CCc1ccc(NC(=O)CSc2nnc(CNC(=O)c3cccs3)o2)cc1	1	0%	.	-2%	.	2%	-2%	-7	4%	3%	1%
COc1ccc(-c2nnc(SCC(=O)NC(C)c3ccccc3)o2)cc1 (configuration not stated)	1	-1%	-11%	-12%	-5%	0%	-8%	-8	-1%	4%	1%
CC1(C)CC(=O)C(Sc2ccc(Br)cc2)=C(O)C1	7	14%	11%	4%	-2%	-1%	-1%	9	-1%	9%	-4%
Cc1nc(CS(=O)(=O)c2ccccn2)sc1C(=O)NNC(=O)c1ccccc1	6	-16%	.	?	1%	.	7%	0	2%	-9%	-3%
CCOc1ccccc1Cn1c(=O)oc2ccc(C)cc21	21	-22%	9%	?	-4%	0%	2%	-7	2%	0%	0%
CN(C)c1ccc(C(CNC(=O)c2ccccc2)c2c[nH]c3ccccc23)cc1 (configuration not stated)	3	-1%	?	?	11%	0%	4%	-11	?	4%	?
COc1cccc(NC(=O)Nc2cc(C(=O)O)ccc2C)c1	-5	-14%	-3%	-12%	-12%	2%	?	16	0%	0%	-4%
CCC(C)(C)NC(=O)C(C)OC(=O)c1nsc(Cl)c1Cl (configuration not stated)	2	1%	5%	3%	-5%	2%	?	-4	7%	7%	4%
Cc1ccc(OCC(=O)N/N=C/c2cc([N+](=O)[O-])ccc2N2CCCCC2)cc1	-11	4%	-16%	2%	1%	1%	-6%	-3	-7%	5%	2%

Some of the compounds tested. The share of hits here may be higher or lower than overall.
